High-throughput results (PubChem BioAssay)
TDP2 inh: human TDP2 enzyme inhibitors, primary screen, biochemical, epi absorbance, recombinant enzyme | Tyrosyl-DNA phosphodiesterase 2 (Homo sapiens), O95551 | T5PNP hydrolysis, p-nitrophenol absorbance 415 nm | inhibition, % at 12.8 µM | 370,000 compounds, 0.34% hits | AID 720702, 2013;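 active means inhibition above the mean of all tested compounds plus 3 SD, set per campaign, cut at about 25% in these data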;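 further: 0% = DMSO with enzyme and 100% = buffer with substrate but no TDP2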
Target sequence (O95551 whole entry, looked up): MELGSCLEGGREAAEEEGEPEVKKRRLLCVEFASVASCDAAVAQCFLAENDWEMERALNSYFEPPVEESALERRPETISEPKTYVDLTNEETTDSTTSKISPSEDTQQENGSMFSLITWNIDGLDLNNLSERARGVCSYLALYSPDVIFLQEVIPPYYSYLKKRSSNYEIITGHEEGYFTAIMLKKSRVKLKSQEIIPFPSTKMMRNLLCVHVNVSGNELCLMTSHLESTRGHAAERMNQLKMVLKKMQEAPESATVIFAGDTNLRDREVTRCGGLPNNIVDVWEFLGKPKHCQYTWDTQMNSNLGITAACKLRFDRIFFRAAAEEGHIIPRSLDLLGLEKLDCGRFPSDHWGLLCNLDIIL
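Incubation: 2 h at 37 °C; Test system: recombinant human TDP2; Quantity: enzyme 120 nM; Read-out basis: percent inhibition; Medium: 50 mM Tris-HCl pH 7.5 with Mg2+, KCl, DTT, BSA; Repeats: single replicate; Compound: 12.8 µM single point, 1% DMSO; Signal: epi absorbance; Reagent: 5 mM T5PNP chromogenic substrate; Benchmarks: no-enzyme high, DMSO-plus-enzyme low.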
ADAM10 inh: human ADAM10 inhibitors, primary screen, biochemical, QFRET, HTS. Disintegrin and metalloproteinase domain-containing protein 10 (Homo sapiens), O14672. inhibition, % at 7 µM. 370,000 compounds, 0.62% hits. recombinant ADAM10, EDANS/DABCYL FRET peptide cleavage, 3 h. AID 720582, 2013;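 active means inhibition above a per-campaign cutoff equal to the mean of compounds falling between control-based bounds plus 3 SD, cut at about 20% in these data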;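 further: 0% = DMSO wells while the 100% control is not disclosed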
ARFGAP1 inh: inhibitors of rat ARFGAP1 GAP activity, primary screen, biochemical, fluorescence polarization, GDP tracer. ADP-ribosylation factor GTPase-activating protein 1 (Rattus norvegicus), Q62848. Arfgap1-stimulated ARF1 GTP hydrolysis, GDP FP detection. inhibition, % at 16.5 µM. 360,000 compounds, 0.26% hits;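 active means inhibition above a per-plate limit, mean inhibition of low control wells plus 3 SD, cut at about 25% in these data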;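 further: 0% = DMSO wells with enzyme and 100% = wells lacking Arfgap1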
Target sequence (Q62848 1-136 limits assumed): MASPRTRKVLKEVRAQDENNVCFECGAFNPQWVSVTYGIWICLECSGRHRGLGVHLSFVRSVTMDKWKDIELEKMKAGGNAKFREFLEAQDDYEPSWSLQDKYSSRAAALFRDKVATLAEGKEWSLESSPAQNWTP
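Assay system: Rat Arfgap1 GAP domain (His6, aa 1-136), purified enzyme | Buffer or medium: HEPES 25 mM pH 7.5, NaCl 150 mM, MgCl2, DTT | Schedule: GTP hydrolysis reaction 2 h at 25 °C | Signal: FP of antibody-bound GDP Alexa 633 tracer, ex 620/em 688 nm | Measure: Percent inhibition of Arfgap1-stimulated GTP hydrolysis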
ADAM17 inh: ADAM17 inhibitors, primary screen, biochemical, QFRET; recombinant ADAM17, EDANS/DABCYL FRET peptide cleavage; inhibition, % at 6.95 µM; 370,000 compounds, 0.83% hits; AID 720648, 2013;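 active means inhibition above the mean of compounds lying between control limits plus 3 SD, set per campaign, cut at about 8.5% in these data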;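 further: 0% = DMSO-only wells as the low control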
ASAP1 inh: inhibitors of human ASAP1 ArfGAP activity, primary screen, biochemical, fluorescence polarization | Arf-GAP with SH3 domain, ANK repeat and PH domain-containing protein 1 (Homo sapiens), … | ASAP1-stimulated ARF1 GTP hydrolysis, GDP FP detection | inhibition, % at 16.5 µM | 360,000 compounds, 0.19% hits | AID 624377, 2012; in the data active means inhibition above about 25%;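 further: 0% = vehicle with enzyme and substrate and 100% = no enzyme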
PLC-gamma1 inh: PLC-gamma1 enzyme inhibitors, primary screen, biochemical, fluorescence, purified enzyme. 370,000 compounds, 0.84% hits. AID 720700, 2013. inhibition, % at 12.2 µM. 1-phosphatidylinositol 4,5-bisphosphate phosphodiesterase gamma-1 (Homo sapiens), P19174. fluorogenic substrate; in the data active means inhibition above about 9.5%
Tn7 DDE FP: inhibitors of Tn7 peptide binding to fibrin DD(E), primary screen, biochemical, fluorescence polarization, human fibrin, Tn7 probe. Fibrinogen beta chain (Homo sapiens), P02675. FP displacement of FITC-Tn7 peptide from fibrin DD(E); 0% = median of compound wells per plate. inhibition, % at 8.3 µM. 370,000 compounds, 0.13% hits. AID 720508, 2013;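 active means inhibition above the mean of compounds falling within the control limits plus 3 SD of them, cut at about 14% in these data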;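 further: 0% = plate median of compound wells and 100% = 10 µM Aha-Tn7 peptide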
Target sequence (P02675 whole entry, looked up): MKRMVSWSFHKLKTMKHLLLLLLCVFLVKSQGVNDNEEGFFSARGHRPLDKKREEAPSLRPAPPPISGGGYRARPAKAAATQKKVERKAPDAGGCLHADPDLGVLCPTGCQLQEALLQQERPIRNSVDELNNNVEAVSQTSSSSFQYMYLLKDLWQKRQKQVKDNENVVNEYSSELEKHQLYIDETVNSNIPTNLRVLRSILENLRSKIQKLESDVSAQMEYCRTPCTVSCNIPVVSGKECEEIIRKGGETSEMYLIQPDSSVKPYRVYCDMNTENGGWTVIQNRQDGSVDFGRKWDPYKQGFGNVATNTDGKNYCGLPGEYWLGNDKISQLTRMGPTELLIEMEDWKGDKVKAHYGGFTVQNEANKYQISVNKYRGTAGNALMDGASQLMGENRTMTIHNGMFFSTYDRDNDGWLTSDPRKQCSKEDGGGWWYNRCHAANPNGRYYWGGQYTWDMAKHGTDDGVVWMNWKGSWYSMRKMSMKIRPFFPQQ
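Assay system: Fibrin-DD(E) protein isolated from polymerized human fibrin clots; read-out basis: percent inhibition; medium: Tris/NaCl/CaCl2 buffer, pH 7.8; signal: FP measurement; incubation: 10 min plus 3 h, room temperature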
LEDGF integ inh: blockers of LEDGF/p75-dependent integrase strand transfer – biochemical, TR-FRET, high throughput, primary screen; HIV-1 integrase (with human LEDGF/p75); TR-FRET IN-LEDGF/p75 DNA integration, Eu/Cy5; inhibition, % at 3.7 µM; 370,000 compounds, 0.64% hits; AID 743269, 2014;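 active means inhibition above the screen-wide mean plus 3 SD, cut at about 13% in these data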;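 further: signal is the Cy5 over europium emission ratio at 671 and 618 nm; 0% = plate median of compound wells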
KLK7 zymogen act: proKLK7 zymogen activators, primary screen, biochemical, fluorescence intensity | Kallikrein-7 (Homo sapiens), P49862 | purified proKLK7, EDANS-DABCYL substrate fluorescence; 100% is mature enzyme control, 0% vehicle | activation, % at 7 µM | 370,000 compounds, 0.9% hits;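 active means activation above the mean of all tested compounds plus 3 SD, computed per campaign excluding outliers beyond control limits, cut at about 13% in these data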
Tn6 DDE FP: inhibitors of Tn6 peptide binding to fibrin DD(E), primary screen, biochemical, fluorescence polarization, human fibrin, Tn6 probe. Fibrinogen beta chain (Homo sapiens), P02675. Fibrin DD(E) TRITC-Tn6 fluorescence polarization displacement. inhibition, % at 8.3 µM. 370,000 compounds, 0.21% hits. AID 720509, 2013;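 active means inhibition above a per-campaign cutoff: mean of compounds within control limits plus 3 SD, cut at about 15% in these data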;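 further: 0% = median of all compound wells on the plate and 100% = blocking peptide control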
Starred values were filed as active, the others as inactive; . = not tested or not shown.

SMILES	TDP2 inh	ADAM10 inh	ARFGAP1 inh	ADAM17 inh	ASAP1 inh	PLC-gamma1 inh	Tn7 DDE FP	LEDGF integ inh	KLK7 zymogen act	Tn6 DDE FP
Cc1cc(-c2nnc(CCC(=O)NC(C)c3cccc4ccccc34)o2)no1 (centres undefined)	5	4	6	5	-3	0	5	-1	0.0	7
CCc1ccc(C(O)(CC(C)C)C(CN2CCOCC2)c2ccccc2)cc1 (centres undefined)	1	2	3	-1	9	1	1	-5	-1.2	-6
CSCC[C@H](NC(=O)[C@H]1CC[C@H](CNC(=O)[C@@H](N)Cc2ccccc2)CC1)C(=O)O	16	0	0	0	7	-2	-5	-3	-0.1	-4
COc1cc(S(=O)(=O)Nc2c(C)nn(C)c2C)ccc1NC(C)=O	-11	0	4	-3	-9	8	-2	10	0.4	1
Cc1cccnc1CN1CCN(C(=O)CCc2nnc(CCc3ccccc3)o2)CC1	7	-5	4	-4	2	1	4	1	0.1	0
CCC(=O)Nc1cccc(NC(=O)c2cccnc2)c1	5	-4	-11	-2	0	2	0	3	0.5	-1
CC1CC1C(=O)N(C)CC(=O)Nc1cccc(F)c1 (centres undefined)	12	-9	-7	-5	-1	-1	6	-2	0.0	0
CCC(=O)NC(=S)Nc1ccc(-c2nc3ccccc3s2)cc1	-4	-43	6	-15	2	0	0	-1	0.8	6
CN(C(=O)c1ccc(NC(=O)Cc2cccc(NC(=O)C3CCCN(C(=O)c4ccccc4)C3)c2)cc1)C1CC1 (centres undefined)	6	-12	11	-5	-5	-2	-5	-4	0.7	-1
O=S(=O)(c1cccc2ccccc12)N1CCCCC1	9	1	10	2	-12	-2	-4	-1	0.3	0
C=CCN1C(=O)C(O)(CC(=O)c2ccco2)c2cc(Br)ccc21 (centres undefined)	-4	-17	-6	0	5	2	-8	1	0.3	3
Cc1ccc(-c2noc(C3CCCN(C(=O)c4cccc(Cl)c4)C3)n2)o1 (centres undefined)	0	5	4	1	-2	2	-1	1	1.0	0
CCOC(=O)COn1c(=O)c(-c2ccc(OC)c(OC)c2)[n+]([O-])c2ccccc21	0	3	-6	-1	0	-9	-1	1	-1.0	-6
O=C(C(=O)N1CCOCC1)c1cn(CC(=O)N2CCc3ccccc3C2)c2ccccc12	-7	2	5	-4	4	-2	2	-8	-0.1	5
CCOC(=O)C(C)Sc1nc2ccccc2c(=O)n1CC (centres undefined)	5	-2	1	-3	-5	0	1	0	0.5	3
O=C(O)CCCCCNC(=O)Cn1nnc2ccccc2c1=O	9	-1	-3	-1	3	2	5	-1	-0.3	3
O=C(CN1CCN(Cc2ccc3c(c2)OCO3)CC1)Nc1ccc(F)cc1	6	-5	-9	-5	0	-1	2	2	-0.9	-1
CCC(CC)c1nnc(NC(=O)C2CC(=O)N(CCc3ccc(OC)c(OC)c3)C2)s1 (centres undefined)	4	-12	22	0	1	0	-5	2	-0.3	14
COc1ccc(-c2csc(NC(=O)C3CC(=O)N(Cc4ccco4)C3)n2)cc1 (centres undefined)	-1	10	14	2	9	1	3	3	0.0	-8
O=C(Nc1ccccc1C(=O)Nc1cccnc1)c1ccccc1	-9	1	-8	1	6	2	3	-2	0.2	-1
CC(NC(=O)c1ccccc1NC(=O)c1ccccc1)C(=O)N1CCOCC1 (centres undefined)	-1	-1	1	-5	-7	3	2	5	-0.2	8
COc1cc(/C=N/NC(=O)CC2(C)OCCCO2)ccc1OCc1ccc(Cl)cc1Cl	3	8	1	1	-8	2	-2	4	0.4	-8
COc1ccc(C(C)=O)cc1CSc1ccc2c(c1)OCCO2	-13	14	6	5	4	6	-10	-1	-0.7	-2
CCCCNS(=O)(=O)/C=C/c1ccc(OC)cc1CNC(=O)OC(C)(C)C	-8	-4	.	1	.	-5	-2	-2	0.0	-2
O=C(CSc1nnc(SCc2cccc3ccccc23)s1)Nc1ccc(S(=O)(=O)Nc2nccs2)cc1	-18	35*	.	11*	.	9	-2	5	0.3	22*
CCCCNC(=O)c1ccc2nc(CC)c(N(C)Cc3ccc(OC)cc3)n2c1	-4	-29	-5	-8	2	-7	7	-6	0.5	-8
CCOc1ccc(C(=O)NC(=S)Nc2cccnc2)cc1	2	-2	2	-2	3	-1	7	-4	-0.1	-3
CCCC(=O)Nc1nc2ccc(OCC)cc2s1	0	-5	-3	0	6	2	0	-2	0.1	5
O=S(=O)(c1ccccc1)N1CCN=C1SCc1ccc(Cl)c(Cl)c1	-7	13	-1	5	8	-2	4	-2	0.1	4
CCOC(=O)CC(=O)c1[nH]c(C)c(C(=O)OCC)c1C	-16	4	-21	0	-6	2	-11	7	0.5	-4
Cc1nc(N2CCOCC2)nc(OC(C)C)c1[N+](=O)[O-]	-16	5	-1	3	10	2	11	-1	-0.1	8
CCCN1CCC(CCOc2ccccc2)(C(=O)OCC)CC1	6	-1	1	0	-16	1	0	0	-0.8	2
COc1ccc(-c2noc(CCC(=O)NCCc3cccc(C)c3)n2)cc1	-9	2	4	3	2	2	1	0	0.4	8
O=C1CN(CC(=O)NC(=O)NCc2ccccc2)CCN1	5	2	-1	1	10	-1	2	1	-0.3	5
CC1=C(C(=O)N2CCCCCC2)CC(CC(=O)NCCc2ccccn2)C(=O)N1CCCN1CCCC1=O (centres undefined)	6	-10	2	-7	-3	1	0	-5	-0.3	-9
COc1ccc(/C=C2\CC3(OC(C)=O)CCCN2C3)cc1 (centres undefined)	4	-3	.	-4	.	0	-8	-3	0.0	6
CCN(CC)C(=S)NC(=O)Cc1ccccc1	6	2	-1	-3	4	1	1	1	0.3	5
Cc1ccc(CCNC(=O)CCNS(=O)(=O)c2ccc3c(c2)oc(=O)n3C)cc1	-11	0	-1	1	2	1	-3	5	-0.3	-4
Cc1cc(NC(=O)CSc2ccc(-c3ccc(F)cc3)nn2)no1	-1	-16	8	-2	5	3	6	-2	0.1	-4
Cc1occc1C(=O)Nc1cnn(CCCC(=O)O)c1	-4	2	-6	-2	-7	-1	-5	-1	0.1	6
CC(C)C1(c2ccsc2)NC(=O)NC1=O (centres undefined)	-5	-1	12	2	12	4	-3	-1	-0.1	1
COc1cccc(C(=O)NCCN2C(=O)C3C4C=CC(C4)C3C2=O)c1 (centres undefined)	6	-7	.	-4	.	-2	4	-4	0.4	2
Cc1cc(NC(=O)CSc2nnc(CNc3ccc(F)cc3)n2C2CCCCC2)no1	-7	4	0	0	-23	3	-4	1	0.0	-4
COc1ccc(S(=O)(=O)NCc2ccc3c(c2)cc(C)n3C)cc1	-4	-2	2	-1	2	-25	0	8	0.2	51*

Part of the list above, bar-delimited:
Structure | TDP2 inh | ADAM10 inh | ARFGAP1 inh | ADAM17 inh | ASAP1 inh | PLC-gamma1 inh | Tn7 DDE FP | LEDGF integ inh | KLK7 zymogen act | Tn6 DDE FP
O=C1CN(CC(=O)NC(=O)NCc2ccccc2)CCN1 | 5 | 2 | -1 | 1 | 10 | -1 | 2 | 1 | -0.3 | 5
CC1=C(C(=O)N2CCCCCC2)CC(CC(=O)NCCc2ccccn2)C(=O)N1CCCN1CCCC1=O (centres undefined) | 6 | -10 | 2 | -7 | -3 | 1 | 0 | -5 | -0.3 | -9
COc1ccc(/C=C2\CC3(OC(C)=O)CCCN2C3)cc1 (centres undefined) | 4 | -3 | . | -4 | . | 0 | -8 | -3 | 0.0 | 6
CCN(CC)C(=S)NC(=O)Cc1ccccc1 | 6 | 2 | -1 | -3 | 4 | 1 | 1 | 1 | 0.3 | 5
Cc1ccc(CCNC(=O)CCNS(=O)(=O)c2ccc3c(c2)oc(=O)n3C)cc1 | -11 | 0 | -1 | 1 | 2 | 1 | -3 | 5 | -0.3 | -4
Cc1cc(NC(=O)CSc2ccc(-c3ccc(F)cc3)nn2)no1 | -1 | -16 | 8 | -2 | 5 | 3 | 6 | -2 | 0.1 | -4
Cc1occc1C(=O)Nc1cnn(CCCC(=O)O)c1 | -4 | 2 | -6 | -2 | -7 | -1 | -5 | -1 | 0.1 | 6
CC(C)C1(c2ccsc2)NC(=O)NC1=O (centres undefined) | -5 | -1 | 12 | 2 | 12 | 4 | -3 | -1 | -0.1 | 1
COc1cccc(C(=O)NCCN2C(=O)C3C4C=CC(C4)C3C2=O)c1 (centres undefined) | 6 | -7 | . | -4 | . | -2 | 4 | -4 | 0.4 | 2
Cc1cc(NC(=O)CSc2nnc(CNc3ccc(F)cc3)n2C2CCCCC2)no1 | -7 | 4 | 0 | 0 | -23 | 3 | -4 | 1 | 0.0 | -4
COc1ccc(S(=O)(=O)NCc2ccc3c(c2)cc(C)n3C)cc1 | -4 | -2 | 2 | -1 | 2 | -25 | 0 | 8 | 0.2 | 51*
